# Assay outcomes as filed in PubChem.
# ATG4B inh – inhibitors of human ATG4B cysteine protease | Q9Y4P1 | ATG4B cleavage of LC3-PLA2, NBD-HPC fluorescence, 1 h | inhibition, % at 8.33 µM | 0.51% of 340,000 active; in the data active means inhibition above about 40%
# Target sequence (Q9Y4P1 whole entry, looked up): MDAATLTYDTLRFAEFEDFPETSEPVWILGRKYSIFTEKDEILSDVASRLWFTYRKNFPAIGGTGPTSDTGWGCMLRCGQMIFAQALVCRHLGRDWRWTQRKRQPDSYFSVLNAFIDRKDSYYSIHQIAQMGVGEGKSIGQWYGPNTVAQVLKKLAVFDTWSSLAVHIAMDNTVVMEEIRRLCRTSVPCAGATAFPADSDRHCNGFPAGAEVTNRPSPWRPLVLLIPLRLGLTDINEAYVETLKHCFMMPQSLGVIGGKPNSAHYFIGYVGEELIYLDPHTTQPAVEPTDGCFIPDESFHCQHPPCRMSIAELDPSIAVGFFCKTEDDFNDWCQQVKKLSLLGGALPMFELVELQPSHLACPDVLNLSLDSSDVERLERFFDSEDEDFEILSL
# hIAP inh – blocks human intestinal alkaline phosphatase; purified IAP, CDP-Star luminescence, 30 min; inhibition, % at 10 µM; 0.12% of 330,000 active; AID 2544;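 active means inhibition reaching a set limit with compound at 10 µM in the primary screen, cut at about 35% in these data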;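 further: plate controls were DMSO wells with enzyme for no effect and no-enzyme buffer wells for full effect; values of inactives mirror those of a sister screen read the other way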
# MPTP inh – blocks calcium-induced mitochondrial swelling; isolated mouse mitochondria, Ca2+ swelling absorbance, 30 min; inhibition, % at 10 µM; 1.4% of 360,000 active; AID 602449;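 active means inhibition of 50% or more, scaled per plate between neutral and stimulator controls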;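 further: 0% = DMSO wells given calcium and 100% = 1 mM EGTA wells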
# mIAP inh – blocks mouse intestinal alkaline phosphatase | 0.2% of 330,000 active | AID 2806 | inhibition, % at 10 µM | purified mouse IAP, CDP-Star luminescence, 30 min;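 active means inhibition of at least 40% at 10 µM in the primary screen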;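 further: plate controls were DMSO with enzyme for no effect and no enzyme wells for full effect; values of inactives mirror those of a sister screen read the other way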
# A3G deaminase – blocks human APOBEC3G single-stranded DNA deamination. Q9HC16. recombinant A3G, ssDNA deamination FAM/TAMRA fluorescence. inhibition, % at 20 µM. 0.28% of 330,000 active;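 active means inhibition of at least 40% at 20 µM, with no more than 30% in the related APOBEC3A deaminase screen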;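 further: plate controls were DMSO wells with A3G for no effect and wells lacking A3G enzyme for full effect; some compounds called inactive have numbers as strong as hits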
# Target sequence (Q9HC16 whole entry, looked up): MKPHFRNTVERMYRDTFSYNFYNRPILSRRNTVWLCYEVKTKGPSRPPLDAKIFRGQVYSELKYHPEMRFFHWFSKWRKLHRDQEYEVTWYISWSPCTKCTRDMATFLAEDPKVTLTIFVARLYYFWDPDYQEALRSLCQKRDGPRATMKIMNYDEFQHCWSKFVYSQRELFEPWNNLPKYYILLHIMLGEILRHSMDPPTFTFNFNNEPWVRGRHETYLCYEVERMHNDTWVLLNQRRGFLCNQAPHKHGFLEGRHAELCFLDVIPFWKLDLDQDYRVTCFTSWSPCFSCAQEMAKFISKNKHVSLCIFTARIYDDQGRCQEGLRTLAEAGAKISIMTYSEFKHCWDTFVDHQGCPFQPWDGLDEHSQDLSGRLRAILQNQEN
# mIAP activ – mouse IAP activation; muIAP, CDP-Star luminescence, 30 min; stronger effect = higher value; 1 = vehicle-only enzyme signal, 0 = enzyme-free wells; 0.24% of 330,000 active; activation factor at 10 µM;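 active means activation factor of at least 2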; further: the source names both 10 and 20 µM as test concentration; values of inactives mirror those of a sister screen read the other way
#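 also added = chemiluminescent substrate CDP-Star | test system = mouse IAP enzyme | signal = chemiluminescence readout | compound = DMSO-dissolved test compounds | incubation = 30 min at room temperature | benchmarks = DMSO wells, no-enzyme wells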
# hIAP act – human IAP activation. P09923. purified human IAP, CDP-Star luminescence, 30 min; stronger effect = higher value; 1 = vehicle-only enzyme, 0 = enzyme-free background. activation factor at 10 µM. 0.16% of 330,000 active. AID 2524;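 active means activation factor of the enzyme at least 2-fold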; further: the source names both 10 and 20 µM as test concentration; values of inactives mirror those of a sister screen read the other way
# A3A deaminase – human APOBEC3A DNA deaminase inhibition | recombinant A3A, FAM/TAMRA ssDNA deamination fluorescence | 0.41% of 330,000 active | P31941 | inhibition, % at 20 µM;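 active means at least 40% inhibition at 20 µM here, with at most 30% in a related deaminase screen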;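 further: plate controls were A3A with DMSO for no effect and wells lacking A3A enzyme for full effect; some results filed as inactive read as strong as hits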
# Target sequence (P31941 whole entry, looked up): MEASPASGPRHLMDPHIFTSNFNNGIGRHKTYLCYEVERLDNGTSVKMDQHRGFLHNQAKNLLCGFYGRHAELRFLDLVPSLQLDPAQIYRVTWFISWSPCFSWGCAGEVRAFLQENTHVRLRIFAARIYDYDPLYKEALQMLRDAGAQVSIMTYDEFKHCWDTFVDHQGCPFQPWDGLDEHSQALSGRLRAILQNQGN
# beta cell repl – MIN6 beta-cell proliferation induction; MIN6 cells proliferation, ATPlite luminescence, 48 h; cells starved in 0.2% serum; 100% = growth in 10% serum; proliferation, % at 10 µM; 0.29% of 330,000 active;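 active means compounds whose signal lies at least 3.5 SD above the mean of all wells on their plate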;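 further: 0% = DMSO-treated cells in low-serum medium and 100% = 10% serum control; some compounds called inactive have numbers as strong as hits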
# Starred values were filed as active, the others as inactive.
no.	Compound	beta cell repl	A3G deaminase	ATG4B inh	mIAP inh	MPTP inh	hIAP act	A3A deaminase	mIAP activ	hIAP inh
1	COCCC(=O)N1CCC(Oc2ccc(C(=O)NCCCC3CCCC3)cc2)CC1	-4	-3	27	-5	1.1	1	0	1	-2
2	Cc1ncc(CN2CCCC(C(=O)Nc3ccc(-c4cccc(F)c4)cc3)C2)n1C (stereo not given)	-7	-6	9	-20	0.1	1.3	-3	1.2	-35
3	Nc1nc2ccc(C(=O)N3CCCCC3)cc2s1	-2	-2	0	1	0.9	1	2	0.99	-2
4	COCC(=O)N(Cc1ccco1)c1nnc(C2CCOC2)s1 (stereo not given)	-2	-8	0	7	-1.4	1.1	-9	0.93	-12
5	CC(C)(C)OC(=O)N[C@@H](C(=O)OC(C)(C)C)c1ccc2ccccc2c1	1	2	-2	3	0.1	0.99	5	0.97	0
6	Cc1c(C)n(Cc2ccccc2)c2ncnc(NN)c12	2	-8	-1	-2	-0.5	0.98	-4	1	2
7	O=C(CN1CCCC1)Nc1cccc(Cl)c1Cl	-3	1	4	-6	-0.4	1	3	1.1	-1
8	O=C(NC1=NCCS1)C12CC3CC(CC(C3)C1)C2	-1	-6	1	1	-0.9	1	-3	0.99	0

# (listing goes on)
no.	Compound	beta cell repl	A3G deaminase	ATG4B inh	mIAP inh	MPTP inh	hIAP act	A3A deaminase	mIAP activ	hIAP inh
9	CCNC(=S)N/N=C(\C)c1cccc(C(F)(F)F)c1	-6	-8	5	-3	0.1	1	0	1	-3
10	COc1ccc(OCc2nnc3n2N=C(c2ccc(Br)cc2)CS3)cc1	-4	3	-17	22	-1.9	0.9	0	0.78	10
11	Cc1nc2c(Cl)c(C)nn2c2c1CCC2	6	-4	5	-7	0.4	1.3	-4	1.1	-27
12	C=CCNC(=O)c1ccccc1NC(=O)c1ccccc1SC	1	-2	4	-2	-1.5	1.1	9	1	-5
13	Cc1nn(-c2ccccc2)c(Cl)c1/C=N/Nc1nnc(C)c(=O)[nH]1	-3	0	-3	3	-0.7	0.95	-1	0.97	5
14	Cn1c(=O)n(C)c2cc3[nH]cnc3cc21	-2	0	-5	-5	-1.8	0.86	1	1.1	14
15	COc1ccc(CC(=O)OCC(=O)Nc2ccc(Cl)c(S(=O)(=O)N(C)C)c2)cc1	2	-12	0	3	0.5	0.98	6	0.97	2
16	COc1ccc(CCNC(=O)COc2cc(O)c3c(c2)OC(C)(C)CC3=O)cc1	5	-10	6	-5	0.1	1.1	1	1	-8

# In a second layout: entries from further up.
13: Cc1nn(-c2ccccc2)c(Cl)c1/C=N/Nc1nnc(C)c(=O)[nH]1
- beta cell repl: -3
- A3G deaminase: 0
- ATG4B inh: -3
- mIAP inh: 3
- MPTP inh: -0.7
- hIAP act: 0.95
- A3A deaminase: -1
- mIAP activ: 0.97
- hIAP inh: 5
14: Cn1c(=O)n(C)c2cc3[nH]cnc3cc21
- beta cell repl: -2
- A3G deaminase: 0
- ATG4B inh: -5
- mIAP inh: -5
- MPTP inh: -1.8
- hIAP act: 0.86
- A3A deaminase: 1
- mIAP activ: 1.1
- hIAP inh: 14
15: COc1ccc(CC(=O)OCC(=O)Nc2ccc(Cl)c(S(=O)(=O)N(C)C)c2)cc1
- beta cell repl: 2
- A3G deaminase: -12
- ATG4B inh: 0
- mIAP inh: 3
- MPTP inh: 0.5
- hIAP act: 0.98
- A3A deaminase: 6
- mIAP activ: 0.97
- hIAP inh: 2

# The list continues.
no.	Compound	beta cell repl	A3G deaminase	ATG4B inh	mIAP inh	MPTP inh	hIAP act	A3A deaminase	mIAP activ	hIAP inh
17	COC(=O)c1ccc(C(=S)N2CCCCC2)cc1	2	-3	8	-1	-0.6	1.1	-6	1	-9
18	Cn1sc(=O)c2cc(S(=O)(=O)NC3CC3)ccc21	-6	-6	-3	6	1.9	1	1	0.94	-3
19	COc1cccc(CNC(=O)CSc2nc(=O)n(Cc3ccncc3)c3c2CCC3)c1	7	-6	-6	1	-1.1	0.9	-1	0.99	10
20	CC1(C)CC(NC(=O)c2sc3cc(Cl)ccc3c2Cl)CC(C)(C)N1	-5	-8	-9	16	20	0.92	0	0.84	8
21	CC1=CC(C)(C)N2C(=O)C3(C(C#N)=C(N)Oc4cc(C)oc(=O)c43)c3cc(C)cc1c32 (stereo not given)	-4	-7	-11	0	0.7	1	0	1	-4
22	O=C(Nc1ccc(Cl)cc1)N1CC=CCC1	2	-11	-6	3	-2.0	1.2	-5	0.97	-18
23	CCCCN(CCO)CCCC	2	-9	-1	-5	-1.9	1	-2	1.1	-3
24	Cc1ccc(N(c2ncnc(N)c2[N+](=O)[O-])C2CCCCC2)cc1	-3	-4	-6	8	2.3	0.89	2	0.92	12

# Carrying on:
no.	Compound	beta cell repl	A3G deaminase	ATG4B inh	mIAP inh	MPTP inh	hIAP act	A3A deaminase	mIAP activ	hIAP inh
25	N#Cc1ccccc1CSc1nc(N)cc(N)n1	1	-3	4	-1	0.2	1.1	-7	1	-9
26	Cc1cc(NC(=O)CCC(=O)N(Cc2ccco2)C(C(=O)NC2CCCC2)c2ccccc2F)no1 (stereo not given)	-3	-10	-1	6	-2.1	0.86	-3	0.94	14
27	Cc1nc2c(-c3ccccc3)c(C)nn2c(N)c1-c1ccccc1	-6	-3	3	5	-3.1	0.96	-7	0.95	4
28	COCCN1CC(C(=O)N2CCC(Oc3ccccc3OC)CC2)CCC1=O (stereo not given)	-2	-1	22	-6	-1.3	1.2	-4	1.1	-16
29	O=C(CCCC(=O)Nc1cccc(Br)c1)N/N=C/c1cc([N+](=O)[O-])ccc1O	-6	2	-14	26	-0.3	1.5	1	0.74	-50
30	CC(=O)Nc1ccc(C(=O)OCC(=O)c2ccc(F)cc2)cc1	0	-4	-6	4	1.0	0.97	-3	0.96	3
31	CCC1(C)COC(C)(CC(=O)NNC(=O)Nc2ccccc2)OC1 (stereo not given)	-1	-5	5	1	-0.8	1.1	5	0.99	-8
32	O=c1nc(N2CCCCCC2)nc(N2CCCCCC2)[nH]1	-3	-3	0	-10	-0.6	0.91	12	1.1	9

# Remaining list, next part
no.	Compound	beta cell repl	A3G deaminase	ATG4B inh	mIAP inh	MPTP inh	hIAP act	A3A deaminase	mIAP activ	hIAP inh
33	O=C(NC1CC1)c1cc(Cl)nc2ccccc12	-3	8	6	-13	0.0	1.1	6	1.1	-12
34	CC(OC(=O)c1nsc(Cl)c1Cl)C(=O)NC1CCCCC1 (stereo not given)	-1	0	-2	6	-0.6	1.1	0	0.94	-7
35	CCOc1cc(N2CCOCC2)c(OCC)cc1NC(=O)C1CC(=O)N(c2ccccc2OCC)C1 (stereo not given)	1	-7	0	-5	0.3	1	1	1	-5
36	COc1cc(/C=N/NS(=O)(=O)c2ccc3ccccc3c2)ccc1OCCN1CCOCC1	0.0*	-7	-7	-3	-0.9	0.93	1	1	7
37	Cc1cccc(Nc2ccccc2C(=O)O)c1C	0	-4	18	4	-0.7	1.1	0	0.96	-5
38	Cc1cccc2c3c([nH]c12)CCNC3	-2	-4	9	-2	-0.2	1.3	-9	1	-26
39	CCOC(=O)C(=CNc1ccc(Oc2cccnc2)nc1)C(=O)OCC	-2	-9	-3	3	2.4	0.99	-1	0.97	1
40	CCOc1cc(CNCCc2ccc(S(N)(=O)=O)cc2)ccc1OCC(=O)NC(C)(C)C	-2	7	-1	-8	14	1	-7	1.1	-2

# Other entries:
no.	Compound	beta cell repl	A3G deaminase	ATG4B inh	mIAP inh	MPTP inh	hIAP act	A3A deaminase	mIAP activ	hIAP inh
41	O=C(Nc1nnc(CCOCCOCCc2nnc(NC(=O)c3ccco3)s2)s1)c1ccco1	0	-1	-11	0	-0.1	0.84	18	0.99	16
42	Cc1ccc(C(Sc2ccccc2)C(Cn2cncn2)C(=O)c2ccccc2)cc1 (stereo not given)	-2	-1	2	9	-4.2	1.2	-6	0.91	-20
43	Nc1c(C(=O)NCc2ccco2)sc2nc(N3CCOCC3)c3c(c12)CCCC3	2	-1	-19	6	-0.8	0.88	-1	0.94	12
44	O=C(CSc1n[nH]c(-c2ccccc2)n1)NC1CCCCC1	-1	-9	-10	-1	0.5	0.96	-2	1	4
45	CCN(CC(=O)Nc1ccc2c(c1)OCCO2)C(=O)c1cc(S(=O)(=O)N2CCOCC2)ccc1F	4	-5	2	7	-2.9	1	-4	0.93	-3
46	O=C1C2CC(O)CN2C(=S)N1Cc1ccccc1 (stereo not given)	-3	-4	-9	-4	-0.9	0.99	-1	1	1
47	O=C(c1ccc(NC2=NC3CS(=O)(=O)CC3S2)cc1)N1CCN(c2ccc(F)cc2)CC1 (stereo not given)	0	-9	-12	2	-0.8	0.92	-6	0.98	8
48	N#CCCn1cc(C(N)=O)c(-c2cccs2)n1	2	-5	-7	2	-3.3	0.92	-1	0.98	8

# The list goes on.
no.	Compound	beta cell repl	A3G deaminase	ATG4B inh	mIAP inh	MPTP inh	hIAP act	A3A deaminase	mIAP activ	hIAP inh
49	Fc1ccccc1COc1ccc(Br)cc1CNCc1ccncc1	-1	-5	5	0	2.7	1.1	0	1	-6
50	COC(=O)c1ccccc1NC(=O)CSc1nnc(-c2ccncc2)o1	0	5	-11	1	-0.9	0.99	5	0.99	1
51	C=CCOC(=O)C1=C[C@@H](c2cn(C(C)=O)c3ccccc23)C[C@@H](OCCCCO)O1	-1	-6	-5	27	-1.9	1	-3	0.73	-3
52	O=C(CN1C(=O)COc2ccccc21)N1CCc2ccccc21	-1	3	15	-3	-0.7	1	-2	1	-5
53	COc1ccc(-c2nn(-c3ccccc3)cc2/C=N/N=C(N)N)cc1OC	0	-2	-7	-16	89*	0.87	2	1.2	13
54	COc1ccc(N(C(=O)c2snc(C(N)=O)c2N)C(C(=O)NCc2ccccc2)c2ccc(O)cc2)cc1OC (stereo not given)	-2	-5	1	3	4.4	0.92	-4	0.97	8
55	C/C(=N/Nc1ccccc1[N+](=O)[O-])c1ccc([N+](=O)[O-])cc1	0	-8	7	9	1.8	0.63	-5	0.91	37*
56	Cc1ccc(NS(=O)(=O)c2cccc(C(=O)N/N=C/c3ccc4c(c3)OCCO4)c2)c(C)c1	0	-2	2	8	5.0	1	2	0.92	-1

# Other records.
no.	Compound	beta cell repl	A3G deaminase	ATG4B inh	mIAP inh	MPTP inh	hIAP act	A3A deaminase	mIAP activ	hIAP inh
57	CC(C)Oc1ccc(CC2CCC(=O)N(C)C2=O)cc1 (stereo not given)	0	-3	-6	-7	4.0	0.95	2	1.1	5
58	C/C(=N\NC(=O)COc1ccc(C)cc1[N+](=O)[O-])c1cccs1	-1	-3	-6	4	-1.3	0.8	-3	0.96	20
59	NC(=O)c1nsc(C(=O)N(c2cccc(F)c2)C(C(=O)NCC2CCCO2)c2c[nH]c3ccccc23)c1N (stereo not given)	2	-6	-3	-10	1.9	0.94	1	1.1	6
60	COc1cc(/C=C(/C#N)c2ccccc2)ccc1Oc1ccc([N+](=O)[O-])cn1	-4	-6	6	1	2.9	1.1	0	0.99	-9
61	C/C(=N\Nc1nccnc1Cl)c1ccc(Cl)c(Cl)c1	0	-5	3	-3	-0.3	0.94	-4	1	6
62	S=C(NCCc1ccccn1)Nc1ccccc1Cl	-2	-3	1	3	-0.9	1	0	0.97	-4
63	CC(=O)Nc1nc(=S)ss1	1	3	-11	12	-3.6	1	-7	0.88	-4
64	O=C(COc1ccc(Br)cc1)Nc1ccncc1	2	-3	-1	0	55*	1.1	5	1	-12
65	Cc1ccc(C(=O)NCc2ccccn2)c(Cl)c1	-1	-6	-5	5	-1.0	1.2	-4	0.95	-16

# Printed as active in MPTP inh (from the list above):
No.	Molecule	A3G deaminase	ATG4B inh	mIAP inh	MPTP inh	hIAP act	A3A deaminase	mIAP activ	hIAP inh
53	COc1ccc(-c2nn(-c3ccccc3)cc2/C=N/N=C(N)N)cc1OC	-2	-7	-16	89*	0.87	2	1.2	13
64	O=C(COc1ccc(Br)cc1)Nc1ccncc1	-3	-1	0	55*	1.1	5	1	-12
